NadD block = NadD (S. aureus) enzyme inhibition; AID 602399; hit rate 0.78% among 360,000; purified NadD enzyme, colorimetric absorbance read-out; inhibition, % at 20 µM; in the data active = inhibition above about 26%; also: some compounds past the cut are filed as inactive
PABP1 MLLE inh = blocks PAM2 peptide binding to the PABP1 MLLE domain | GST-MLLE / FITC-PAM2 fluorescence polarization | inhibition, % at 20 µM | hit rate 0.36% among 360,000 | AID 588489; in the data active = inhibition above about 35%, passing the limit was not always enough;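 also: plate controls were DMSO wells with GST-MLLE for no effect and wells lacking GST-MLLE protein for full effect; some results filed as inactive read as strong as hits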
SUMO1-SIM PPI = SUMO1-SIM interaction modulation; SUMO1 binding to a labelled peptide, TR-FRET, 1 h; inhibition, % at 20 µM; hit rate 0.33% among 360,000; AID 602429; P63165; in the data active = inhibition above about 37%
Target sequence (P63165 whole entry, looked up): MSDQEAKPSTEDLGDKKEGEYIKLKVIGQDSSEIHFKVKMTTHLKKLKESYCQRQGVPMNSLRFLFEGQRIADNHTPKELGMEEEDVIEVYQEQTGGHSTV
LMPTP block = blocks human LMPTP phosphatase; recombinant LMPTP-A, OMFP fluorogenic substrate, fluorescence intensity; inhibition, % at 20 µM; hit rate 0.22% among 360,000;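 active = compounds that cut the enzyme signal by at least half of the control window in the single-dose screen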;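 also: plate controls were DMSO wells with enzyme plus substrate for no effect and substrate without enzyme for full effect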
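Buffer or medium: Bis-Tris pH 6.0, DTT, detergent; Assay system: LMPTP-A enzyme; Quantity: 0.625 nM enzyme; Detection: endpoint fluorescence intensity; Times: 50 min dark incubation at room temperature; Controls: substrate-only low control, DMSO enzyme-plus-substrate high control; Doses: single 20 µM dose; Read-out: percent inhibition versus substrate-only and uninhibited controls; Reagent: 400 µM OMFP.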
STEP block = inhibitors of human striatal-enriched phosphatase STEP | hit rate 0.25% among 360,000 | recombinant STEP, OMFP fluorogenic substrate, fluorescence | AID 588621 | inhibition, % at 20 µM | P54829;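 active = inhibition at 20 µM, scaled per plate between control wells, above about 37%, limit read from the data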;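 also: 0% = DMSO with enzyme and substrate and 100% = substrate only without enzyme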
Target sequence (P54829 whole entry, looked up): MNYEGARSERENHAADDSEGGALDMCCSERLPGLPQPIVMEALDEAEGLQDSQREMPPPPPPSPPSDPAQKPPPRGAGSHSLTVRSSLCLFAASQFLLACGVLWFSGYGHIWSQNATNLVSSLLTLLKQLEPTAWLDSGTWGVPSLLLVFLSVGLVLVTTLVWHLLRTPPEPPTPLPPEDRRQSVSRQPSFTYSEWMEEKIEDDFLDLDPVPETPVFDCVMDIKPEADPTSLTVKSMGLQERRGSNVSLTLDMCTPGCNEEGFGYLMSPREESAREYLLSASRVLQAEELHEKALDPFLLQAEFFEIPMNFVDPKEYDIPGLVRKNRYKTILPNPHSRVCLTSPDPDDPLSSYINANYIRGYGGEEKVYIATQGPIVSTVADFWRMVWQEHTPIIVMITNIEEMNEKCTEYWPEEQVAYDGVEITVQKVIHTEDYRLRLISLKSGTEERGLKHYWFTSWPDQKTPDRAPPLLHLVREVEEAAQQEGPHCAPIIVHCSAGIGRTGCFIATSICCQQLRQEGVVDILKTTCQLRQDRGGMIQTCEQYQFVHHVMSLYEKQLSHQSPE
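System: STEP phosphatase, cell-free reaction; Buffer or medium: Bis-Tris pH 6.0 buffer with DTT, detergent; Incubation: 20 min at room temperature, dark; Measured by: fluorescence, 480/540 nm.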
TbMetRS inhib = Trypanosoma brucei MetRS inhibition | purified T. brucei MetRS, ATP depletion, Kinase-Glo luminescence | inhibition, % at 11.9 µM | hit rate 0.4% among 360,000;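 active = inhibition above a per-plate cutoff of the control wells' mean inhibition plus 3 SD, cut at about 5.5% in these data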;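 also: 0% = DMSO wells median and 100% = median of wells with control inhibitor compound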
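Material – parasite MetRS enzyme · Medium – HEPES-MgCl2-KCl buffer plus DTT, spermine, BSA, pyrophosphatase · Reagent – ATP, methionine and E. coli bulk tRNA substrates · Times – 15 min enzyme-compound preincubation, 2 h reaction, 10 min detection, 25 °C · Measured by – luminescence of leftover ATP · Evaluation – percent inhibition relative to median high and low control wells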
Scp1 inh = inhibitors of human Scp-1 phosphatase. Recombinant Scp1, phosphopeptide, malachite green phosphate absorbance. inhibition, % at 20 µM. hit rate 0.88% among 340,000. Q9GZU7. AID 493091;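 active = inhibition above about 50% at 20 µM, limit read from the data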;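 also: plate controls were DMSO wells with enzyme for no effect and wells lacking enzyme for full effect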
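Test system: SCP-1 phosphatase catalytic domain, residues 76-261 | Compound dosing: One concentration, 20 µM, with 1.0% DMSO | Schedule: 45 min room-temperature reaction, 5 min colour, 30 min stabiliser | Detection: Absorbance at 630 nm | Read-out basis: % inhibition of SCP-1 phosphate liberation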
DNMT1 block = blocks human DNA methyltransferase DNMT1 | P26358 | inhibition (reported as % activation of signal), % at 10 µM | hit rate 0.83% among 360,000 | DNMT1 molecular beacon, Hinp1I cleavage, fluorescence; in the data active = inhibition above about 50%
Rpn11 block = blocks the human proteasome subunit Rpn11; calls only at 20 µM; O00487; hit rate 0.59% among 360,000; human 26S proteasome, Ub4-pepOG fluorescence polarization; 20S core pre-blocked with epoxomicin;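 active = inhibition at 20 µM, scaled to each plate's controls, above about 33%, limit read from the data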
Target sequence (O00487 whole entry, looked up): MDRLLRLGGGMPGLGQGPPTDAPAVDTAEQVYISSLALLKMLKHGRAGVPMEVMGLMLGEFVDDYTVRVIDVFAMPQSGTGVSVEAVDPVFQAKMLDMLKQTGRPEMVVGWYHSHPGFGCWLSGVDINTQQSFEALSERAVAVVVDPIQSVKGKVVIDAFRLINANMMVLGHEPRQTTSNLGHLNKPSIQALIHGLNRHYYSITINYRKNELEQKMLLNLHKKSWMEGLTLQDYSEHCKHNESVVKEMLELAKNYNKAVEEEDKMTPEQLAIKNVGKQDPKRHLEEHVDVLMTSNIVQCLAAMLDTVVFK
CSN deneddyl inh = CSN deneddylation inhibition. Q92905. inhibition, % at 12.5 µM. hit rate 0.38% among 360,000. AID 651999. Purified CSN, SCF-Nedd8-OG deneddylation, fluorescence polarization;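 active = pattern-corrected inhibition above about 35%, with an unprinted fluorescence ratio check between 0.5 and 1.5, limit read from the data, passing the limit was not always enough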;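 also: 0% = enzyme with substrate and 100% = substrate without enzyme; some results filed as inactive read as strong as hits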
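Assay system: HEK293T-derived human Csn5 enzyme; quantity: 0.24 nM enzyme; medium: Tris/NaCl/DTT buffer, pH 7.5; also added: substrate SCFSkp2-Nedd8OG, 10 nM; doses: 12.5 µM compound; schedule: 90 min reaction at room temperature; signal: FP; read-out: % inhibition of substrate cleavage by Csn5; benchmarks: substrate-only high control, full reaction low control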
* hit, by the source's call; i = inactive; . = not tested or not shown.

SMILES	NadD block	PABP1 MLLE inh	SUMO1-SIM PPI	LMPTP block	STEP block	TbMetRS inhib	Scp1 inh	DNMT1 block	Rpn11 block	CSN deneddyl inh
O=S(=O)(c1ccc(Cl)cc1)N1CCN=C1SCc1cccc(Cl)c1	19.3	9.0	0.3	3.7	-1.6	0.1	7.1	-4.8	i	-8.4
CCc1ccc(NC(=O)CSc2nnc(CNC(=O)c3ccco3)o2)cc1	-4.9	13.0	-2.3	-0.3	-3.3	0.1	-5.7	0.9	i	-3.3
Cc1noc(C)c1C(=O)N1CCC1(C)C(=O)NS(=O)(=O)c1ccc(Cl)cc1 (stereo not drawn)	2.3	28.5	10.4	-2.1	1.0	-0.1	.	-1.6	i	2.0
CCOC(=O)/C=C/C(=O)OCC(=O)Nc1ccc(Cl)cn1	1.1	-7.1	1.0	-2.4	-1.0	-0.8	-0.4	-0.8	i	-0.4
Nc1cccc2c1C(=O)N(C(=O)c1cccc(S(=O)(=O)N3CCCC3)c1)C2=O	-2.7	15.8	-5.7	-5.4	-2.5	0.2	-4.7	1.6	i	-0.7
CCc1ccc(NC(=O)c2cnc3scc(C)n3c2=O)cc1	-1.4	-5.4	4.2	1.4	-0.7	-0.8	-15.3	-0.8	i	6.0
CCOc1ccc(/C=C/c2nc(C#N)c(NCCCN(C)C)o2)cc1	-9.9	-6.5	-29.5	-3.7	4.0	-0.2	-5.7	0.3	i	1.9
CCCCN(C)CCCNC(=O)Cn1c(=O)sc2ccccc21	-4.0	-12.9	-0.2	-2.0	0.7	0.1	-6.0	-0.8	i	-4.9
COc1ccc(/C=C/C(=O)NCCSCc2ccco2)cc1	4.1	22.0	9.4	1.4	-2.0	-0.1	7.9	-5.3	i	5.0
O=c1[nH]c(=S)c2[nH]c(=S)n(-c3ccccc3)c2[nH]1	5.3	-2.1	-16.3	9.9	4.6	0.1	4.7	-2.7	i	0.9
O=C(c1cccn2c(=O)c3ccc(Cl)cc3nc12)N1CCN(Cc2ccc3c(c2)OCO3)CC1	-8.2	-16.4	-15.9	-0.1	2.8	-0.9	-1.7	-6.8	i	1.4
c1ccc(CN2CCN(CCOCCOc3cccc4ccccc34)CC2)cc1	-7.6	6.5	-3.8	-1.4	-6.6	0.0	-6.9	-2.6	i	-0.2
Cc1csc2ncc(C(=O)NC(C)c3ccccc3)c(=O)n12 (stereo not drawn)	-5.4	2.6	7.6	-1.2	-2.1	0.5	-4.8	0.8	i	3.5
CCCNC(=O)CCn1nc(-c2ccccc2)c2ccccc2c1=O	-8.7	-6.4	0.5	-1.8	-1.1	-0.8	3.1	1.1	i	9.3
Cc1ccc(N2C(=O)C3NN=C(C(=O)OCc4ccccc4)C3C2=O)cc1 (stereo not drawn)	0.7	6.8	-3.1	-0.7	0.3	-0.7	-10.5	8.6	i	-3.0
Cc1coc2c(C)c3oc(=O)c(CCC(=O)NCCN4CCOCC4)c(C)c3cc12	-6.1	0.7	3.7	0.5	-3.7	-2.4	4.1	-1.6	i	-4.3
Cc1nc(N2CCN(c3ccccc3)CC2)[nH]c(=O)c1CCC(C)C	0.8	-1.3	-1.2	8.3	1.4	-0.9	5.2	-2.5	i	-10.9
C#CCOCCOCCOCCNc1nc(N2CCN(C(=O)[C@H](C(C)C)n3cc(CCO)nn3)CC2)nc(N2CCN(C(=O)[C@H](CCCCN)n3cc(CCCC)nn3)CC2)n1	-3.8	-15.6	-8.7	-4.2	-5.0	0.3	-0.2	6.2	i	0.3
O=C(N/N=C/c1cccnc1)c1cccc(S(=O)(=O)N2CCCC2)c1	-9.8	5.7	-5.2	-1.1	-2.5	-0.7	0.6	-3.0	i	1.5
CCOC(=O)c1sc2nc(C)cc(-c3ccccc3)c2c1N	-0.2	-7.8	-9.3	2.8	2.2	0.0	-4.6	10.1	i	-4.9
Cc1nc(N)sc1-c1nnc(SCC(=O)Nc2ccccc2C(F)(F)F)n1C	0.4	-3.8	-0.1	-5.7	1.7	0.1	-14.3	-0.8	i	2.7
CCN(CC)C(=O)C1=C(C)N(Cc2ccc(F)cc2)C(=O)C(CC(=O)NC2CCCCC2)C1 (stereo not drawn)	0.3	-4.5	4.0	-1.6	0.7	-0.4	.	2.8	i	6.3
COc1cccc(-n2nnnc2SCC(=O)Nc2cccc(C)n2)c1	-3.3	-8.9	3.5	0.1	0.8	0.1	-4.6	-1.4	i	-2.5
C=CCNc1nc(-c2sc(NC(C)=O)nc2C)cs1	-2.0	7.6	-12.6	-1.2	-2.9	-0.7	0.3	-6.4	i	1.4
O=C1C2CC3N1CCC31c3ccccc3-n3c1c2ccc3=O (stereo not drawn)	-0.3	3.4	-1.2	-1.2	-2.7	0.2	-2.8	2.0	i	1.9
COc1ccc(C(=O)NC(=S)NCCc2ccccc2)cc1	-5.1	20.2	1.2	1.2	1.7	-0.3	-6.7	-4.3	i	-1.0
Cn1c(=O)c2c(nc(NCc3ccc4c(c3)OCO4)n2Cc2ccccc2Cl)n(C)c1=O	-0.3	6.6	-0.3	-1.5	8.9	-0.6	-3.7	-1.4	i	-1.9
CCN(C(=O)CN1CCOCC1)c1c(N)n(Cc2ccccc2)c(=O)[nH]c1=O	-3.2	0.1	4.2	-0.6	-2.2	-0.6	-0.8	-0.4	i	5.6
Cc1ccc(CNC(=O)[C@H](C)N2C(=O)N3CCc4c([nH]c5ccccc45)[C@@]3(C)C2=O)cc1	2.0	-3.1	0.6	0.5	0.0	1.3	4.1	2.5	i	-0.6
COc1ccc(CCNC(=O)CCn2c(=O)c3cccn3c3cccnc32)cc1OC	-7.6	-0.6	4.5	-1.6	-1.8	0.1	-6.3	3.1	i	-4.8
COCCn1c(SCc2nc3ccccc3c(=O)[nH]2)nnc1-c1ccncc1	-5.8	-1.5	0.4	-0.6	0.8	-1.4	-8.4	-3.3	i	4.6
COc1ccc(C(=O)Nc2nnc(Cc3ccc(OC)c(OC)c3)s2)c(OC)c1	-11.2	17.4	3.5	1.7	0.2	-1.1	-5.7	0.1	i	4.5

Four entries from above, ordered by their value in LMPTP block, falling.
compound	LMPTP block
O=S(=O)(c1ccc(Cl)cc1)N1CCN=C1SCc1cccc(Cl)c1	3.7
Cc1ccc(N2C(=O)C3NN=C(C(=O)OCc4ccccc4)C3C2=O)cc1 (stereo not drawn)	-0.7
O=C(N/N=C/c1cccnc1)c1cccc(S(=O)(=O)N2CCCC2)c1	-1.1
CCCNC(=O)CCn1nc(-c2ccccc2)c2ccccc2c1=O	-1.8

Further entries follow.
SMILES	NadD block	PABP1 MLLE inh	SUMO1-SIM PPI	LMPTP block	STEP block	TbMetRS inhib	Scp1 inh	DNMT1 block	Rpn11 block	CSN deneddyl inh
COc1ccc(NC(=O)c2cc(C3CCCCN3C(=O)c3cc(C(C)(C)C)nn3C)on2)c(C)c1 (stereo not drawn)	0.2	1.1	4.7	-1.2	-0.3	-0.4	.	5.1	i	1.4
C/C=C/C=C\C(=O)Nc1cccc(C2=NOC3(C2)C[C@@H](C(N)=O)N(C(=O)c2cc([N+](=O)[O-])cc([N+](=O)[O-])c2)C3)c1 (stereo partly drawn)	29.9	15.8	-28.4	1.0	-1.9	0.2	-2.7	-2.9	i	1.2
Cc1cccc(OCCn2c(NC(=O)c3ccco3)nc3ccccc32)c1	-4.1	6.2	-0.8	1.9	1.3	0.3	-2.2	-6.2	i	0.5
COCCNC(=O)COC(=O)c1cccnc1SC	-4.8	-11.4	-2.9	-0.7	1.9	-0.1	-9.1	0.9	i	5.7
CC(C1CC2CCC1C2)N1CC(O)=C(c2nc3ccccc3[nH]2)C1=N (stereo not drawn)	-2.9	-36.0	3.8	0.9	-0.5	-0.7	-6.8	-3.4	i	6.8
O=C(C1CC1)N1CCc2cc(Br)cc(S(=O)(=O)NCCCN3CCCC3)c21	-0.5	-11.9	0.5	6.8	-2.4	-0.4	-1.3	-1.4	i	3.3
COc1ccc(C(=O)Sc2ccc(C)cc2)cc1OC	-6.0	28.9	-1.2	1.8	-2.0	-0.6	-14.6	4.3	i	2.9
CCN1CCN(CCC(=O)Nc2ccccc2OC)CC1	2.7	-7.2	0.5	-6.4	-3.3	-0.4	-5.6	-0.4	i	-1.8
CCN(CC)c1ccc(CNc2ccc3c(c2)ncn3C(C)(C)C)cc1	1.2	30.8	-14.6	3.3	-1.6	-0.3	-7.5	-1.1	i	-0.8
O=C(COS(=O)c1ccccc1)Nc1cc(Cl)ccc1N1CCOCC1 (stereo not drawn)	-1.3	0.3	-2.4	0.0	3.4	-0.8	-0.9	-0.2	i	-0.1
Cc1nn(-c2ccccc2)c2[nH]c(=O)c(CNc3ccc(N4CCOCC4)cc3)cc12	10.9	-11.5	18.6	13.1	0.7	-0.6	0.0	-8.8	i	1.8
Cc1ccc(NC(=O)c2cccs2)cc1S(=O)(=O)N(C)C	-0.8	-12.9	2.8	1.4	0.2	-0.5	-3.9	-19.1	i	-12.6
C=CCN(CC=C)C(=S)NC(=O)/C=C/c1ccc(OC)cc1	-3.0	25.0	-5.0	-0.4	-0.4	-1.2	-4.8	3.3	i	1.0
O=[N+]([O-])c1ccc(COc2ccc(-c3[nH]ncc3-c3ccccc3)c(O)c2)cc1	14.8	2.9	0.6	1.8	-4.7	0.1	-1.2	-28.2	i	-6.2
CN(Cc1c(C(=O)N/N=C/c2cccc(Cl)c2)nnn1-c1nonc1N)c1ccccc1	16.1	-12.5	1.0	5.6	0.7	-0.3	-2.2	-6.8	i	2.8
CC12CNCC(C)(CN(C(c3ccccc3)c3ccccc3)C1)C2	1.4	0.0	-3.8	-1.5	0.2	-1.5	11.7	8.7	i	0.1

An excerpt from above, reduced to PABP1 MLLE inh and CSN deneddyl inh.
canonical_smiles	PABP1 MLLE inh	CSN deneddyl inh
Cc1nn(-c2ccccc2)c2[nH]c(=O)c(CNc3ccc(N4CCOCC4)cc3)cc12	-11.5	1.8
CN(Cc1c(C(=O)N/N=C/c2cccc(Cl)c2)nnn1-c1nonc1N)c1ccccc1	-12.5	2.8

Source: PubChem (several laboratories)
